Source: PubChem
HIV RNase H inh: HIV-1 RT RNase H inhibitors, primary screen, biochemical, fluorescence; RT-RNase H RNA/DNA duplex cleavage; inhibition, % at 10 µM; hit rate 1.9% among 65,000; in the data active means inhibition above about 50%
RmlC RmlD mix: RmlC and RmlD coupled enzyme inhibitors, primary screen, biochemical, 384-well, compound mixtures, retest; inhibition, % at 5.5 µM; hit rate 0.39% among 110,000; RmlC/RmlD coupled enzyme inhibition, 384-well mixture HTS; in the data active means inhibition above about 30%, passing the limit was not always enough; inconclusive means no clear call, values can overlap the other calls; further: strong numbers were not always called active
* hit, by the source's call; ? = inconclusive; . = not tested or not shown. Not all compounds are listed, so the mix of outcomes need not match the whole.

SMILES	HIV RNase H inh	RmlC RmlD mix
COc1ccccc1C1=NOC(Cn2c(=O)c3c(ncn3C)n(C)c2=O)C1 (centres undefined)	-29	-10
Cc1cccc(Cn2cnc3ccccc32)c1	.	0
COc1ccc(CCNC(=O)N2c3ccccc3Sc3ccccc32)cc1	.	-5
COc1ccc(C2CC(=O)N3CN(c4ccc(C)c(Cl)c4)CSC3=C2C#N)cc1 (centres undefined)	21	4
NS(=O)(=O)c1ccc(NC(=O)CCc2ccccc2)cc1	-9	-10
O=C1CC(C(=O)Nc2nccs2)C(c2ccccc2)O1 (centres undefined)	.	-16
COCCN(C(C)=O)c1nnc(-c2ccccn2)s1	34	6
Cc1nnc(SCCC(=O)Nc2nc(-c3ccccc3)ns2)s1	-20	14
COc1ccc2c(c1)c(=O)oc1cc(OCC(=O)NC3CC3)ccc12	-1	-44
COc1ccc(Nc2nc(N)nc(CN3CCOCC3)n2)cc1	0	-12
Cc1ccc(OCCN2CCN(C(=O)CCC(=O)Nc3nnc(C(C)C)s3)CC2)cc1	-5	5
COc1ccc(CC(=O)c2ccc(O)cc2O)cc1	.	7
FC(F)(F)c1ccc2c(c1)NP(=S)(N1CCOCC1)c1nccn1-2 (centres undefined)	10	-7
CCN1C(=O)CSc2ccc(C(=O)NCc3ccco3)cc21	3	-9
CC(C(=O)N1CCOCC1)N1C(=O)c2ccccc2C1=O (centres undefined)	-4	-8
O=C(NC1CCN(C(=O)N2CCOCC2)CC1)c1ccccc1	-13	9
COc1ccccc1N1CCSC1C(N)=O (centres undefined)	-2	-47
N#Cc1ccc(NC(=O)C2CC(c3ccc(F)cc3)=NO2)cc1 (centres undefined)	3	-6
COc1ccc(NC(=O)NC2(C(=O)N3CCCCCC3)CCCCC2)cc1	-2	-9
CC(C)C(=O)N1CCN(c2ccccc2N)CC1	-3	-5
Cc1c(NC(C)c2cc(Cl)ccc2O)c(=O)n(-c2ccccc2)n1C (centres undefined)	.	4
CCCCN1c2ccccc2N(CCCO)c2cc(C)nnc21	1	-13
COC(=O)c1c(NS(=O)(=O)c2cccs2)sc2c1CCCC2	-23	-6
CCOC(=O)/C(=C\Nc1ccc(OC(F)(F)F)cc1)Sc1ncc(C(F)(F)F)cc1Cl	.	20
COc1cc2c(cc1OC)C(=O)Cc1ccc3c(c1CN(C)CC2)OCO3	.	-16
CC(C)CCNC(=O)c1onc(CSc2ccccn2)c1C(=O)NCCC(C)C	.	-15
CCOc1ccc(OCC)c(S(=O)(=O)N2CCCCC2)c1	6	-9
COc1ccc(NC(=O)CC2C(=O)N(c3cccc(C)c3)C(=O)N2C2CCCCC2)cc1 (centres undefined)	.	12
C=CCn1c(=O)c(C(=O)Nc2cccnc2)c(O)c2ccccc21	.	7
COc1ccc(C2=NOC3(CC(=O)N(c4ccc(C)cc4)C3=O)C2)cc1 (centres undefined)	.	0
CC(=O)N/C(=N/c1nc(C)cc(C)n1)Nc1ccc(NC(C)=O)cc1	-12	-4
C[C@@H](NCCc1ccc(O)cc1)[C@@H](O)c1ccc(O)cc1	.	5
COCCSc1nnc(NC(=O)CSc2ccccc2)s1	-25	0
CCCNc1c(F)c(F)c2c(C)c3ccccc3nc2c1F	.	6
CCOC(=O)C1CCN(C(c2cc3ccc(C)c(C)c3[nH]c2=O)c2nnnn2C2CCCCC2)CC1 (centres undefined)	1	6
Cc1c(NC(=O)c2noc(C(C)C)c2[N+](=O)[O-])c(=O)n(-c2ccccc2)n1C	.	2
CC(SCc1cn2cc(Cl)ccc2n1)C(=O)O (centres undefined)	.	2
COc1ccccc1C(c1nnnn1C(C)(C)C)N1CCN(Cc2ccccc2)CC1 (centres undefined)	.	-6
CCCC[C@H](CN(N=O)[C@@H](Cc1ccccc1)CN(C)N=O)N(CCc1ccccc1)N=O	.	6
Cn1nc(C(F)(F)F)c(C(=O)Nc2ccc(Cl)cc2)c1Cl	.	-10
CS(=O)(=O)N(CC(=O)N1CCN(c2ccccc2F)CC1)c1ccc2c(c1)OCCO2	-1	-26
CC1OC2(OC1C)C(=O)Nc1ccccc12 (centres undefined)	.	7
COc1ccc(CN2CCN(S(=O)(=O)c3ccc(F)cc3)CC2)c(OC)c1OC	.	7
CN(C)S(=O)(=O)c1ccc2c(c1)C(CC(=O)O)OC2=O (centres undefined)	0	2
COc1ccc(C(c2sc3nc(C)nn3c2O)N2CCC(O)CC2)cc1OC (centres undefined)	-3	-10
CC(C)C1Nc2ccc(S(N)(=O)=O)cc2C2C=CCC21 (centres undefined)	16	-9
COc1ccc(C(=O)NCC(=O)OCC(=O)c2ccc3c(c2)OCCO3)cc1	.	-10
CC(C)Sc1nc2sc3c(c2c2nnc(SCC(=O)NCc4ccco4)n12)CCCC3	86*	-8
CC(C)(O)c1cn(-c2nonc2N)nn1	-3	-3
Cc1ccc(Cn2nnc3c(=O)n(CC(=O)N4CCCc5ccccc54)cnc32)cc1	-2	-44
CCOc1cc(CNCc2cccs2)cc(Br)c1OC	.	-27
COc1cccc(OCC(=O)Nc2c(C(=O)Nc3ccc(OC)cc3OC)oc3ccccc23)c1	89*	.
CCCCOC(=O)c1ccc(O)cc1	.	-16
COc1ccc(F)cc1S(=O)(=O)NC1CCCC1	.	4
COc1ccc(OC)c(-n2c(-c3ccccc3)n[nH]c2=S)c1	.	-9
COc1cc(NC(=O)c2ccc(NS(=O)(=O)c3c(C)noc3C)cc2)cc(OC)c1	-20	-11
CCOc1ccccc1NC(=O)c1cc(S(=O)(=O)N2CCC3(CC2)OCCO3)ccc1F	1	-10
O=C(Cc1cccc2ccccc12)N/N=C/c1ccc(F)cc1	.	-9
Cc1ccc(Cn2nc(C)c(NC(=O)C3CC3)c2C)cc1	.	-1
O=C1c2ccccc2C(=O)N1CCc1nc2ccccc2c(=O)n1Cc1ccco1	-37	-7

Retrieved one by one from the entries so far, three records:
SMILES	HIV RNase H inh	RmlC RmlD mix
CC(C)(O)c1cn(-c2nonc2N)nn1	-3	-3
COc1ccc(F)cc1S(=O)(=O)NC1CCCC1	.	4
CC1OC2(OC1C)C(=O)Nc1ccccc12 (centres undefined)	.	7

Some of these compounds in order of molecular weight, rising.
SMILES	HIV RNase H inh	RmlC RmlD mix
CC1OC2(OC1C)C(=O)Nc1ccccc12 (centres undefined)	.	7
O=C(Cc1cccc2ccccc12)N/N=C/c1ccc(F)cc1	.	-9
CCOc1cc(CNCc2cccs2)cc(Br)c1OC	.	-27
O=C1c2ccccc2C(=O)N1CCc1nc2ccccc2c(=O)n1Cc1ccco1	-37	-7
CCOc1ccccc1NC(=O)c1cc(S(=O)(=O)N2CCC3(CC2)OCCO3)ccc1F	1	-10
COc1cccc(OCC(=O)Nc2c(C(=O)Nc3ccc(OC)cc3OC)oc3ccccc23)c1	89*	.

The listing picks up, starting three compounds before the break.
SMILES	HIV RNase H inh	RmlC RmlD mix
O=C(Cc1cccc2ccccc12)N/N=C/c1ccc(F)cc1	.	-9
Cc1ccc(Cn2nc(C)c(NC(=O)C3CC3)c2C)cc1	.	-1
O=C1c2ccccc2C(=O)N1CCc1nc2ccccc2c(=O)n1Cc1ccco1	-37	-7
COc1ccc(N(CC(=O)NN=C2CCCCCCC2)S(=O)(=O)c2ccccc2)cc1Cl	.	0
Cn1c(=O)oc2cc(S(=O)(=O)Nc3ccc(Cl)cc3F)ccc21	-9	-12
Cn1c2ccc(F)cc2c2ncn(CCCN(CCO)CCO)c(=O)c21	.	-2
CCN(CC)c1ccc(/C=c2\sc3nnc(-c4ccccc4Cl)n3c2=O)cc1	.	-10
CCOC(=O)C1CCCN(S(=O)(=O)c2ccc(C)cc2)C1 (centres undefined)	-20	-4
COc1ccc(-n2c(C)cc(=O)c3c2CC(C)(C)CC3=O)cc1	5	-30
Cc1ccc(-n2nnnc2SCC(=O)Nc2cccc(NC(=O)c3ccco3)c2)cc1C	-10	-14
COC(=O)Cn1c(CN(Cc2ccccc2)Cc2ccccc2)nc2c1c(=O)[nH]c(=O)n2C	-22	?
Cn1c(C(=O)N2CCN(C(=O)c3ccco3)CC2)cc2c(=O)n(C)c3ccccc3c21	-1	10
CCCN1CCN(C(=O)c2ccc(Sc3ccc(C)cc3)c(NC(C)=O)c2)CC1	.	1
CCOC(=O)C1CCCN(S(=O)(=O)c2cc(OCC(N)=O)c(C)cc2Cl)C1 (centres undefined)	-11	1
CCCn1c(CC)nc([N+](=O)[O-])c1Sc1ccc(C)cc1	.	6
Cn1nnnc1SCc1nnc(-c2ccc(Cl)cc2)o1	-6	-13
O=C1CCCCCN1CSc1nc2ccccc2s1	-71	-9
Cc1ccc(C2CC2C(=O)NNC(=S)Nc2cccc(C)c2)cc1 (centres undefined)	.	-8
CC1CN(Cc2nc3c(c(=O)n(C)c(=O)n3C)n2CC(O)CO)CC(C)O1 (centres undefined)	4	-14
CCOC(=O)Cc1csc(-n2sc3ccccc3c2=O)n1	97*	0
Cc1[nH]c2ccccc2c1/C=N/Nc1ccc([N+](=O)[O-])cc1S(=O)(=O)Nc1ccc(Cl)cc1	.	6
CCN(CC(=O)Nc1ccc(OC)c(OC)c1)S(=O)(=O)c1ccc(C)cc1	15	16
O=c1c2c3c(sc2n2cnnc2n1C1CCCCC1)CCC3	-14	.
O=C(NC1CCCC1)C(c1ccc(N2CCOCC2)cc1)N(Cc1ccccc1)C(=O)c1ccco1 (centres undefined)	1	10
Cc1cccc(-n2c(SCC(=O)NCc3ccco3)nc3ccccc3c2=O)c1	8	-12
Cc1sc(-n2c(C)cc(/C=N/n3cnnc3)c2C)c(C#N)c1C	78*	1
CCCCNC(=O)c1onc(CSc2cc(C)cc(C)c2)c1C(=O)O	.	-12
CCCN1CCC(NC(=O)Nc2ccccc2C(=O)OC)CC1	.	2
N#Cc1c(C(F)(F)F)cc(C2CC2)nc1N1CCCC1	.	0
Cc1ccc(S(=O)(=O)NC(=O)c2ccc(Br)o2)c(C)c1	.	2
Cn1nc(-c2ccc(Cl)cc2)c2cc(C(=O)NCC3CCCO3)sc21 (centres undefined)	-28	8
CC1(C(=O)NC2CCCCCCC2)CCC(=O)N1Cc1ccco1 (centres undefined)	-1	3
COC(=O)CCc1ccc(OCC(O)CNC(C)C)cc1 (centres undefined)	.	-13
O=C(Cc1ccccc1)NCC1COc2ccccc2O1 (centres undefined)	.	31
O=C(C1CCN(S(=O)(=O)c2cccnc2)CC1)N1CCCCC1	.	2
CCc1ccccc1NC1=NCC(=O)N1Cc1ccc2c(c1)OCO2	3	8
COC(CN1C(=O)C(O)=C(C(C)=O)C1c1ccccn1)OC (centres undefined)	.	-13
CCOC(=O)COc1ccc(C(=O)c2ccccc2)c(O)c1	-6	8
Cc1nc2n(c(=O)c1CCN1CCC(c3noc4cc(F)ccc34)CC1)CCCC2	.	-10
O=C(CSc1nc2sc3c(c2c(=O)[nH]1)CCCC3)NCCO	-12	14
O=C(c1ccncc1)c1ccc(N2CCN(C3CC(=O)N(Cc4ccccc4)C3=O)CC2)cc1 (centres undefined)	1	13
O=C(CN1C(=O)NC2(CCCCCCC2)C1=O)NC(=O)NCc1ccco1	6	0
FC(F)(F)c1nnc2sc(-c3cccs3)nn12	-2	13
CCn1nc(NC(=O)c2ccncc2)c2cc3cc(C)ccc3nc21	-6	13
O=C(CCCCn1c(=O)c2ccccc2n(CC(=O)Nc2ccccc2)c1=O)NCc1ccco1	7	-15
Cc1c(C(=O)NN2CCCCC2)nn(-c2ccc(Cl)cc2Cl)c1-c1ccc(I)cc1	.	-6
O=c1[nH]c2cc3c(cc2cc1C(c1nnnn1CC1CCCO1)N1CCCC1)OCO3 (centres undefined)	1	9
NC(=O)Nc1ccc(Oc2c(F)c(F)c(F)c(F)c2F)cc1	-21	-5
c1ccc(-c2nnc(-c3c[nH]c4ccccc34)nc2-c2ccccc2)cc1	.	21
CC(C)[N+]1(C)[C@@H]2CC[C@H]1CC(OC(=O)C(CO)c1ccccc1)C2 (some centres undefined)	-6	-6
CN1C(=O)N(C)C(=O)C(CCc2ccccn2)(CCc2ccccn2)C1=O	-8	9
CN1C(=O)CC(NNC(=O)c2ccccc2)C1=O (centres undefined)	.	-10
Cc1ccccc1CSCCNC(=O)CCSc1ccccc1	.	-32
CCN(CC)Cc1c(O)ccc2occ(C(=O)c3ccc(OC)cc3)c12	.	-245
COc1ccc(CN2CC(C(=O)NCC3CCCO3)CC2=O)cc1 (centres undefined)	.	3
O=C(c1n[nH]c2ccccc12)N1CCN(S(=O)(=O)c2ccc3ccccc3c2)CC1	-12	8
COCCCn1c(C(C)C)nc2oc3cc(OC)ccc3c(=O)c2c1=O	5	-20
CC(C)Oc1ccc(N2CC(C(=O)Nc3ccc(N4CCOCC4)cc3)CC2=O)cc1 (centres undefined)	.	-8
CCn1c2ccccc2c2nnc(SCC(N)=O)nc21	.	-3
